# Screens: PubChem BioAssay, several laboratories
# TRPC6 inhibitor: blocks the mouse TRPC6 cation channel; HEK293-TRPC6, membrane potential dye, ACh-evoked depolarization; stronger effect = lower value; AID 2553; Q61143; 1.1% of 310,000 active; B-score at 10 µM;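 active = B-score under library mean minus 3 SD, initial fluorescence not abnormally high, positive integrated signal ratio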;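 note: B-score derived from integrated fluorescence ratio over the kinetic read; more negative B-score means stronger inhibition of depolarization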
# Target sequence (Q61143 whole entry, looked up): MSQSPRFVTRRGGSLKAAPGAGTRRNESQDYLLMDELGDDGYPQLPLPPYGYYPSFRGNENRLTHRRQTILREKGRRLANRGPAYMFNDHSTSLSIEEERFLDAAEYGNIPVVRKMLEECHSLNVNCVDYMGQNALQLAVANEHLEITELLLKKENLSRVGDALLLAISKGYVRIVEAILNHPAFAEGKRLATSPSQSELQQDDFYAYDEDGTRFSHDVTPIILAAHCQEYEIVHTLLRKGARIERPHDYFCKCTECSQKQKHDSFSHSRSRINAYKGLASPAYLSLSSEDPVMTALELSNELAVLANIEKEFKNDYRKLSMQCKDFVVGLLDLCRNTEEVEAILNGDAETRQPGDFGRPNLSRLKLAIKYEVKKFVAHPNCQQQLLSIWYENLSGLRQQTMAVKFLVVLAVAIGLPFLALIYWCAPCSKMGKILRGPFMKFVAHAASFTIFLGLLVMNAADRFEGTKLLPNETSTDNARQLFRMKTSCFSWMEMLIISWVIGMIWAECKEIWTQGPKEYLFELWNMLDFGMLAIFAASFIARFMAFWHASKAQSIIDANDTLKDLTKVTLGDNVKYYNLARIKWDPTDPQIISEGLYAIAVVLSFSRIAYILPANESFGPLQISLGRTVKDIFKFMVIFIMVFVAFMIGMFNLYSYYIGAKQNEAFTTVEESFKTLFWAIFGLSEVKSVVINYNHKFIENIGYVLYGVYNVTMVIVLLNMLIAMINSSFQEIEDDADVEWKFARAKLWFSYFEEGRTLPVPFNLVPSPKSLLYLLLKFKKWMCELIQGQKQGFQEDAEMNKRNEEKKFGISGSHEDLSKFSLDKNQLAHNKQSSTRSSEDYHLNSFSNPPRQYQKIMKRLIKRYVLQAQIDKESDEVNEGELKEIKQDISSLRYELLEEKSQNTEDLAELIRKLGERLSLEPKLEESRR
# ANO1 activ: activates or potentiates the mouse TMEM16A chloride channel | Q8BHY3 | HEK293 TMEM16A/YFP-H148Q/I152L, iodide quench fluorescence; stronger effect = lower value | 0.3% of 340,000 active | B-score at 10 µM | AID 623877;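 active = fluorescence-ratio B-score plate-corrected deviation score at least 3 library SD below zero, with starting fluorescence score within 5 deviations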;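 note: channel opened by trigger with iodide after compound preincubation; score built on the fluorescence ratio of max minus min over baseline; more negative score means more quench and so TMEM16A activation or potentiation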
# RGS4 act: RGS4 potentiation or activation | HEK293 M3R/inducible RGS4, carbachol calcium flux Fluo4; stronger effect = lower value | B-score at 10 µM | 0.92% of 310,000 active | AID 463111;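 active = B-score of the integrated calcium signal more than 4 SD below the library mean, with starting fluorescence not abnormally high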;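 note: negative B-score means reduced calcium response which marks RGS4 activation or potentiation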
#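 test system = HEK293 cells with stable M3R and inducible RGS4 | schedule = recording 10 s baseline at 1 Hz, 100 s post-agonist | technique = Fluo4-AM (2 µM) calcium-flux fluorescence, kinetic read | measure = Agonist-evoked peak-minus-minimum fluorescence over baseline, integrated ratio, B score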
# MrgX1 agonist: human MrgX1 receptor agonism, primary screen. 0.44% of 310,000 active. B-score at 10 µM. MrgX1-HEK293 cells, Fluo-4 calcium fluorescence, agonist mode; stronger effect = higher value. Q96LB2. AID 588627;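 active = calcium response B-score plate-corrected fluorescence ratio at least 3 library SD, with starting fluorescence B-score inside 5 SD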
#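 System: HEK293 cells stably expressing human MrgX1 receptor; Dosing: test compound in the initial addition of three; Schedule: overnight plating, then 30 min 37 °C plus 30 min room-temperature dye loading; Detection: kinetic calcium dye fluorescence, Fluo-4 NW; Controls: per-plate positive and negative controls for Z′ factor.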
# HDAC3 inh: blocks human histone deacetylase 3; inhibition, % at 8.3 µM; recombinant HDAC3, fluorogenic peptide/trypsin coupled, fluorescence; O15379; AID 2718; 0.15% of 320,000 active; in the data active = inhibition above about 26%, passing the limit was not always enough
# MrgX1 allo act: human MrgX1 positive allosteric modulation, primary screen. Q96LB2. MrgX1-HEK293, Fluo-4 calcium flux, FDSS; stronger effect = higher value. B-score at 10 µM. 0.63% of 310,000 active. AID 588675;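 active = plate-corrected calcium response at least 3 library SD above typical, normal starting fluorescence, not activating the receptor alone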;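 note: compound read alongside a low EC10 to EC30 dose of BAM8-22 agonist; peak minus trough fluorescence over baseline measured at the second addition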
# ANO1 block: blocks the mouse calcium-activated chloride channel TMEM16A. HEK293 TMEM16A/YFP iodide influx fluorescence, ionomycin. normalized B-score (activity score, 25-100; higher = stronger inhibition) at 10 µM. 1.2% of 310,000 active;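 active = ratio plate-corrected score three or more library SD toward inhibition, starting fluorescence score within five deviations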;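 note: score derived from kinetic fluorescence span divided by baseline fluorescence per well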
# SKKanGAS inh: SKKanGAS growth inhibition; S. pyogenes SKKanGAS, kanamycin growth, BacTiter-Glo, 6 h; inhibition, % at 7.5 µM; 1.3% of 300,000 active;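 active = mean replicate score, as percent of positive control median, at least 50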;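 note: strain carries kanamycin resistance gene driven by streptokinase promoter and grows in 40 µg/ml kanamycin; loss of luminescence reflects streptokinase promoter inhibition or plain growth inhibition; 0% = median of DMSO wells and 100% = positive control at its reference dose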
# TRPC6 activator: activates the mouse TRPC6 cation channel; Q61143; HEK293-TRPC6 membrane potential dye fluorescence; stronger effect = higher value; B-score at 10 µM; 0.13% of 310,000 active;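 active = B-score of the integrated fluorescence ratio above library mean plus 3 SD, and starting fluorescence ratio within library mean plus 5 SD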;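 note: higher score means more depolarization so channel activation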
# MrgX1 antag: blocks BAM8-22 activation of human MrgX1 receptor; Q96LB2; MRGX1-HEK293 calcium flux, Fluo-4, BAM8-22 antagonism; stronger effect = lower value; B-score at 10 µM; 1.3% of 310,000 active;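 active = calcium-response B-score plate-corrected more than 3 library SD below zero, starting fluorescence within 5 deviations, no agonist response on first addition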;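 note: peak minus trough fluorescence over baseline after final BAM8-22 challenge near maximal dose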
# RGS4 block: inhibitors of human RGS4; P49798; HEK293 M3R/RGS4 inducible, Fluo-4 calcium flux; stronger effect = higher value; triggered by carbachol at its EC20; B-score at 10 µM; 0.45% of 310,000 active;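 active = B-score, a plate-corrected calcium signal, over three deviations above library mean, with baseline fluorescence within five deviations of library mean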;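 note: RGS4 expression induced by doxycycline in cells with stable M3 receptor; B-score is computed from the integrated fluorescence ratio over baseline after carbachol; higher B-score means a larger calcium signal and so more RGS4 inhibition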
# Target sequence (P49798 whole entry, looked up): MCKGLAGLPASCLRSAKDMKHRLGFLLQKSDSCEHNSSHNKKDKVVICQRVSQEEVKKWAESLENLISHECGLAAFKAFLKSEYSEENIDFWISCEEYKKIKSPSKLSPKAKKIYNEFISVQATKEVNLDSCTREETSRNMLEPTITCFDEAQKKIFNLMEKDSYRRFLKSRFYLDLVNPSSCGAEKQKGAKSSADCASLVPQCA
# * = called active by the depositor; i = inactive; · = no result given.
SMILES,TRPC6 inhibitor,ANO1 activ,RGS4 act,MrgX1 agonist,HDAC3 inh,MrgX1 allo act,ANO1 block,SKKanGAS inh,TRPC6 activator,MrgX1 antag,RGS4 block
CCC1(C)Cc2c(C#N)c(N)n(N)c(=S)c2CO1 (centres undefined),i,i,i,i,-4.2,i,i,3.0,i,i,i
CCN(CC)S(=O)(=O)c1cccc(C(=O)NC(Cc2c[nH]c3ccccc23)c2nnc3n2CCC3)c1 (centres undefined),i,i,i,i,1.9,i,i,-2.4,i,i,i
COc1cc(SC)ccc1C(=O)N(CC(=O)Nc1ccccc1Br)Cc1ccco1,i,i,i,i,-0.3,i,i,-2.6,i,i,i
COc1ccc(OC)c(NC(=O)Nc2cccc(Cn3cccn3)c2)c1,i,i,i,i,3.6,i,i,7.3,i,i,i
COc1ccc2c(-c3ccccc3)cc(SC(C)C(N)=O)nc2c1 (centres undefined),i,i,i,i,3.3,i,i,-1.7,i,i,i
Cc1occc1-c1nnc(SCC(=O)N(C)c2ccccc2)n1C,i,i,i,i,3.9,i,i,-5.7,i,i,i
O=C(NC(=S)NC1CCSC1=O)c1ccc([N+](=O)[O-])cc1 (centres undefined),i,i,i,i,-1.6,i,i,-1.4,i,i,i
CC1(C)Oc2ccc(C(=O)NN)cc2NC1=O,i,i,i,i,6.2,i,i,1.8,i,i,i
O=C(c1ccccc1)c1nc[nH]c1C(=O)Nc1ccccn1,i,i,i,i,-14.8,i,i,-1.5,i,i,i
CCCCn1c(N)c(N(CC(C)C)C(=O)c2cccc(S(=O)(=O)N(C)c3ccc(C)cc3)c2)c(=O)[nH]c1=O,i,i,i,i,3.8,i,i,-6.1,i,i,i
CCOc1ccccc1/C=C/c1onc(C)c1S(=O)(=O)N1CCC(C(=O)N2CCCCCC2)CC1,i,i,i,i,3.2,i,i,10.6,i,i,i
CCC1CCCCN1C(=S)NC(=O)c1ccc([N+](=O)[O-])cc1 (centres undefined),i,i,i,i,2.4,i,i,0.6,i,i,i
O=C(CSc1nccc(=O)[nH]1)c1ccco1,i,i,i,i,-1.1,i,i,0.5,i,i,i
Cc1ccc(-n2ncc3c(=O)n(CC(=O)NC4CCCC4)cnc32)cc1C,i,i,i,i,1.1,i,i,-3.6,i,i,i
S=C(NCC1CCCO1)Nc1ccccc1 (centres undefined),i,i,i,i,-6.1,i,i,1.2,i,i,i
COC(=O)c1ccc(/C=C2/SC(=S)N(CCC(=O)NCCCN3CCOCC3)C2=O)cc1,i,i,i,i,3.5,i,i,-2.5,i,i,i
Cc1cccc(/C=N/N2CCN(c3ccccc3)CC2)c1,i,i,i,i,4.6,i,i,-0.5,i,i,i
Cc1ccccc1C(=O)Nc1nc(-c2cccnc2)cs1,i,i,i,i,0.8,i,i,-2.6,i,i,i
CCc1nn(CC(=O)N2CCN(C)CC2)c(=O)c2cccn12,i,i,i,i,2.1,i,i,0.2,i,i,i
CSc1nsc(SCC(=O)N2CCc3ccccc32)n1,i,i,i,i,9.3,i,i,2.1,i,i,i
O=C(O)c1cc2n(n1)C(C(F)(F)F)CC(c1ccccc1)N2 (centres undefined),i,i,i,i,-2.1,i,i,1.7,i,i,i
CCOc1ccccc1N1CC(C(=O)N(Cc2nnc(-c3ccccc3Cl)o2)C2CC2)CC1=O (centres undefined),i,i,i,i,1.3,i,i,-1.0,i,i,i
N#C[C@H]1[C@H](c2ccccc2)[C@](C#N)(C(=O)c2ccccc2)[C@@H]2C=Cc3ccccc3N21,i,·,i,·,·,·,·,4.6,i,·,i
O=C(O)c1cccc(Cn2cc(Br)cn2)c1,i,i,i,i,1.2,i,i,8.4,i,i,i
O=C(O)C1CC1C(=O)Nc1cc(F)ccc1F (centres undefined),i,i,i,i,1.5,i,i,7.4,i,i,i
Cc1c(CNC(=O)c2cnn3c2NC(c2ccccc2)CC3C(F)(F)F)cnn1C (centres undefined),i,i,i,i,-0.4,i,i,-7.9,i,i,i
CN(C)c1nc(N)ncc1-c1ccc(Oc2ccccc2)cc1,i,i,i,i,-0.7,i,i,-0.8,i,i,i
O=C(NNC(=O)c1csc(N2CCOCC2)n1)c1ccc(Cl)nc1,i,i,i,i,0.0,i,i,-4.1,i,i,i
CS(=O)(=O)N(CC(=O)N/N=C/c1ccccc1C(=O)O)c1cccc(Cl)c1Cl,i,i,i,i,1.7,i,i,-0.3,i,i,i
CCCNC(=S)N1CCC(Cc2ccccc2)CC1,i,i,i,i,-0.7,i,i,4.6,i,i,i
O=C(Nc1ccc2c(c1)CCC2)C1CCCO1 (centres undefined),i,i,i,i,0.6,i,i,6.9,i,i,i
Cc1cccc(N(C)S(=O)(=O)c2ccc3c(c2)C(C)(C)C(=O)N3C)c1,i,i,i,i,-2.8,i,i,2.4,i,i,i
COCCNC(=O)CCc1nnc(C2(c3ccc(Cl)cc3)CCC2)o1,i,i,i,i,-1.9,i,i,-4.4,i,i,i
O=C(COc1cccc(-n2cnnn2)c1)N1CCOCC1,i,i,i,i,1.0,i,i,-5.2,i,i,i
Cc1noc(C)c1CSc1ccccc1C(=O)N(C)CC(=O)Nc1cccc(F)c1,i,i,i,i,1.7,i,i,-16.1,i,i,i
O=C(NC1CCCN(Cc2ccc(Cl)cc2)C1)c1c(F)cccc1F (centres undefined),i,i,i,i,-1.7,i,i,-5.1,i,i,i
Cc1ccc(C)c(C2C(=O)c3ccccc3C2=O)c1,i,i,i,i,-1.0,i,i,11.5,i,i,i
Cc1ccc(NC(=S)NCC2CCN(C(C)c3ccccc3)C2)cc1 (centres undefined),i,i,i,i,9.3,22*,i,1.8,i,i,i
Cn1c(SCC(=O)NCCN2C(=O)CSC2=O)nc2ccccc2c1=O,i,i,i,i,-0.4,i,i,-6.7,i,i,i
Cc1cc(C)cc(N(CC(=O)NCC2CCCO2)C(=O)CN2C(=O)COc3ccccc32)c1 (centres undefined),i,i,i,i,-0.6,i,i,-1.5,i,i,i
CCn1cc(Br)c(C(=O)Nc2ccc(Cl)c(Cl)c2)n1,i,i,i,i,-4.9,i,i,-1.3,i,i,i
c1ccc2c(-c3cncc4ccccc34)cncc2c1,i,i,i,i,-0.4,i,i,-13.2,i,i,i
COCOc1ccc(/C=C/C(=O)c2c(O)cc(OCOC)cc2OCOC)cc1,i,·,i,i,12.3,i,i,-4.7,i,i,i
Cc1nnc(SCC(=O)Nc2ccc(C(N)=O)cc2)n1-c1ccccc1,i,i,i,i,-0.8,i,i,-2.8,i,i,i
COc1ccc(C(=O)O)cc1NCc1ccc(C)s1,i,i,i,i,-13.1,i,i,-8.2,i,i,i
O=C(CN1C(=O)S/C(=C\c2ccc(F)cc2)C1=O)Nc1cccc(S(=O)(=O)NCc2ccco2)c1,i,i,i,i,-1.2,i,i,15.1,i,i,i
O=C(CSc1ncnc2c1cnn2-c1ccc(F)cc1)NCC1CCCO1 (centres undefined),i,i,i,i,-0.8,i,i,7.4,i,i,i
Cc1ccc2c(c1)N(CCCC(=O)NCc1cccnc1)C(=O)CO2,i,i,i,i,-3.7,i,i,-5.2,i,i,i
COc1ccc(/C=C/C(=O)c2ccc(OC)cc2OC)cc1,i,i,i,i,6.2,i,i,-2.0,i,i,i
CC(=O)Nc1nnc(-c2ccc3c(c2)CCCC3)o1,i,i,i,i,2.3,i,i,7.2,i,i,i
COc1ccccc1Cc1nc(-c2ccc(Br)o2)no1,i,i,i,i,9.1,i,i,14.1,i,i,i
Cc1ccccc1NC(=O)/C=C/c1ccc([N+](=O)[O-])s1,i,i,i,i,1.6,i,i,11.1,i,i,i
O/N=C/C1=C(Cl)c2ccccc2CC1,i,i,i,i,·,i,i,-0.6,i,i,i
O=C(Cc1ccccc1)c1ccccc1C(=O)N1CCCCC1,i,i,i,i,-1.9,i,i,0.3,i,i,i
COc1ccc(S(=O)(=O)NNC(=S)NCCc2ccccc2)c(OC)c1,i,i,i,i,-0.4,i,i,-2.5,i,i,i
COc1ccc(/C=C2\N=C(C)OC2=O)cc1[N+](=O)[O-],i,i,i,i,13.1,i,i,4.0,i,i,i
COC(=O)CNC(=O)C1CC(=O)N(CCc2ccc(F)cc2)C1 (centres undefined),i,i,i,i,-5.8,i,i,-1.9,i,i,i
C/C(=N\Nc1nc(N2CCCCC2)nc(N2CCOCC2)n1)c1ccccc1O,i,i,i,i,5.9,i,i,17.1,i,i,i
COCc1cc(C)nc(SCC(=O)NCC2CCCO2)c1C#N (centres undefined),i,i,i,i,0.2,i,i,28.1,i,i,i
O=C1N=C(N2CCOCC2)S/C1=C\c1ccncc1,i,i,i,i,7.6,i,i,-3.4,i,i,i
# Later entries.
SMILES,TRPC6 inhibitor,ANO1 activ,RGS4 act,MrgX1 agonist,HDAC3 inh,MrgX1 allo act,ANO1 block,SKKanGAS inh,TRPC6 activator,MrgX1 antag,RGS4 block
Cc1cc(C(=O)c2ccccc2)nc2ccccc12,i,i,i,i,-1.7,i,i,4.3,i,i,i
COc1cccc(NC(=O)Cn2cc(C(=O)C3CC3)c3ccccc32)c1,i,i,i,i,·,i,i,21.8,i,i,i
COc1ccc(OC)c(/C=N/NC(=O)c2ccc(=O)[nH]n2)c1,i,i,i,i,-2.2,i,i,-1.9,i,i,i
COc1ccc(N2CCN(C(=O)Nc3ccc(S(=O)(=O)N(C)C)cc3)CC2)cc1,i,i,i,i,-3.2,i,i,-1.7,i,i,i
CCN(CC)CCNC(=O)CCc1n[nH]c(=O)c2ccccc12,i,i,i,i,1.3,i,i,-4.7,i,i,i
COc1ccc(NS(=O)(=O)c2ccc(C)c(C(=O)N3CC(C)OC(C)C3)c2)cc1 (centres undefined),i,i,i,i,·,i,i,-13.3,i,i,i
CC(=O)c1cccc(CN2CCN(CCC(C)C)C(CCO)C2)c1 (centres undefined),i,i,i,i,·,i,i,-2.2,i,i,i
CC(=O)NC(Cc1ccc(F)cc1)C(=O)NC1CCN(S(=O)(=O)c2ccccc2)CC1 (centres undefined),i,i,i,i,-4.8,i,i,0.9,i,i,i
COc1ccc(NC(=O)CNC(c2ccccc2)c2ccccc2)cc1Cl,i,i,i,i,5.1,i,i,29.8,i,i,i
Cc1cccc(N(C(=O)c2csnn2)C(C(=O)NC2CCCC2)c2ccncc2)c1 (centres undefined),i,i,i,i,2.3,i,i,-1.3,i,i,i
CCCCSc1ncc(C(=O)OCC)c(N)n1,i,i,i,i,6.4,i,i,1.2,i,i,i
Cc1cccc(N2CCN(CC(O)COCc3cccs3)CC2)c1C (centres undefined),i,i,i,i,-3.0,i,i,0.7,i,i,i
